dFosB activator – mouse delta FosB homodimer activation; AID 493131; purified delta FosB, TAMRA-CDK5 oligo fluorescence polarization; percent of positive-control signal above neutral wells; activation, % at 25 µM; 340,000 tested, 0.99% active; P13346;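 active means mean activation above about 17%, with every replicate also reaching it, limit read from the data, passing the limit was not always enough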;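 further: fluorescence polarization rise as delta FosB binds a TAMRA Cdk5 AP-1 oligo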
Target sequence (P13346 whole entry, looked up): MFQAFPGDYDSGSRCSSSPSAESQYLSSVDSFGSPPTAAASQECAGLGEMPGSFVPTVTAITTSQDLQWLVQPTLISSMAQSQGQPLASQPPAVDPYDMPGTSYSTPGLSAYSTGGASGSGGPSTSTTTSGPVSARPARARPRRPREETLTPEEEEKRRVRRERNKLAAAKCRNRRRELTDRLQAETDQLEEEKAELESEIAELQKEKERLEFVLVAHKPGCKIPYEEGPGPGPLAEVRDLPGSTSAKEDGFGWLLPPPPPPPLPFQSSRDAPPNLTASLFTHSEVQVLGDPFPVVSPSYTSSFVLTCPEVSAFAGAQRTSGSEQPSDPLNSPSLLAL
PKA-R2B act – activators of human PKA-R2B complex; P22694+P31323; PKA-R2B holoenzyme dissociation, Cy5-IP20 fluorescence polarization; R2B truncated from residue 108, S112A mutant; 0% DMSO only, 100% 113 µM cGMP; activation, % at 11.4 µM; 340,000 tested, 0.079% active; AID 504700;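 active means activation above a cutoff set at the mean over all compounds plus 3 SD, cut at about 18% in these data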;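 further: higher means more holoenzyme dissociation and a rise in polarization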
Pemphigus Ab inh – inhibitors of pemphigus antibody binding to human desmoglein-3. P32926. DSG3-coupled beads, scFv-anti-DSG3-GFP binding, flow cytometry; active compounds read low. binding (percent of control), % at 10 µM. 310,000 tested, 0.48% active. AID 588358;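 active means binding more than 3 SD below its plate's average and above zero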;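 further: hits lower antibody fragment binding to DSG3; some compounds called inactive have numbers as strong as hits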
NSD2 inh – inhibitors of human histone methyltransferase NSD2 | AID 743445 | inhibition, % at 12.5 µM | NSD2 peptide methylation, AlphaScreen, 120 min | O96028 | 310,000 tested, 0.54% active; in the data active means inhibition above about 50%
PKA-R1A activ – activates the PKA-R1A holoenzyme complex; PKA-R1A dissociation, Cy5-IP20 fluorescence polarization; scaled: DMSO 0%, 113 µM cGMP 100%; activation, % at 11.4 µM; 340,000 tested, 0.083% active; AID 504707;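 active means percent activation above the mean of all tested compounds plus 3 SD, cut at about 19% in these data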;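 further: higher means more PKAc released from R1A so a rise in polarization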
MITF TRPM1 HTS – MITF TRPM1 promoter activation in melanoma cells; SK-MEL-5 TRPM1-promoter luciferase, 24 h; % of positive control, neutral wells = 0; AID 588334; 300,000 tested, 0.75% active; activation, % at 12.5 µM;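 active means mean activation of at least 80% with every replicate also reaching 80%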;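 further: 0% = neutral control wells and 100% = parthenolide positive control wells; values of inactives mirror those of a sister screen read the other way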
SUMO Mot1 rescue – blocks SUMOylation pathway, rescuing yeast Mot1-301 growth; S. cerevisiae Mot1-301 growth rescue, ATP luminescence, 38.5C; percent above DMSO median, 100 means doubled; growth rescue, % at 18.8 µM; 320,000 tested, 1% active;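 active means every valid replicate shows activation above 250% relative to neutral control wells; inactive means the rest, any valid replicate at or below 250%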;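 further: OY570 slx delta 5 strain wells were the positive control but not used for scaling; some compounds called inactive have numbers as strong as hits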
SR-BI HDL uptake – inhibitors of mouse SR-BI mediated HDL lipid uptake | ldlA[mSR-BI] CHO cells, DiI-HDL uptake fluorescence, 3 h | inhibition, % at 12.5 µM | Q61009 | 320,000 tested, 0.96% active;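 active means mean replicate inhibition of at least 70% and a set share of replicates each scoring 70 or more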;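 further: 0% = median of neutral control wells and 100% = median of positive control wells; values of inactives mirror those of a sister screen read the other way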
Arrestin-AP2 inh – blocks beta-arrestin peptide binding to AP2 adaptin. FITC-arrestin peptide / GST-AP2 beads, flow cytometry; AP2 beta2 appendage carries R879A mutation. inhibition, % at 10 µM. 340,000 tested, 0.31% active;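 active means inhibition above a set limit, near 3 SD of compounds lacking own fluorescence, cut at about 54% in these data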;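 further: plate controls were DMSO wells for no effect and 5 µM unlabelled arrestin peptide for full effect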
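System: GST-AP2 R879A glutathione beads. Medium: PBS with 0.05% Tween 20 and 0.1% BSA. Also added: FITC-arrestin peptide, 50 nM. Incubation: 12 min plus 1 h, RT. Measured by: high-throughput flow cytometry of beads, ex 488, em 535 nm. Evaluation: percent drop in bead-associated FITC signal.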
CDK5 p35 inh – CDK5/p35 (human) kinase inhibition. Q00535+Q15078. inhibition, % at 10 µM. 330,000 tested, 0.01% active. Recombinant CDK5/p35, ADP-Glo luminescence, 60 min;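 active means highest replicate inhibition of at least 50% and at least 75% of replicates reaching 50%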;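 further: plate controls were DMSO neutral control for no effect and GW8510 at 10 µM for full effect; many of its hits are not listed in these tables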
Target sequence (Q00535 whole entry, looked up): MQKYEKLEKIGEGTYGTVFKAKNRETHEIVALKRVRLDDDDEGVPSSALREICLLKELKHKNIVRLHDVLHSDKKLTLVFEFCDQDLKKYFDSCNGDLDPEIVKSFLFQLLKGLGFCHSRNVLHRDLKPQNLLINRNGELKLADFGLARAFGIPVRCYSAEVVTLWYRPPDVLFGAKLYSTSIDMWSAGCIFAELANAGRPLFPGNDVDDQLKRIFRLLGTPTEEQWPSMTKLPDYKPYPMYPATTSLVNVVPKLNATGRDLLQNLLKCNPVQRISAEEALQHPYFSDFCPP
Target sequence (Q15078 whole entry, looked up): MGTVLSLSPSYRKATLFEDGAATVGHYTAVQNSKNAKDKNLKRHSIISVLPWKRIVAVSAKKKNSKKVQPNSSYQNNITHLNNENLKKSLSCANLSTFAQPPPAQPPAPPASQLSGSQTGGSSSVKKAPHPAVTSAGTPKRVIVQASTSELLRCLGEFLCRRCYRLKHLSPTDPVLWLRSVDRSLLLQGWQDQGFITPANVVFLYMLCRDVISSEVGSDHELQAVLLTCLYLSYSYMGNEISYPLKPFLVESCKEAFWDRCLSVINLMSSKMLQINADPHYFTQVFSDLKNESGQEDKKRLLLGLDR
SR-BI DiI-HDL act – enhances SR-BI lipid uptake from DiI-HDL; 320,000 tested, 0.096% active; CHO ldlA[mSR-BI] cells, DiI-HDL uptake fluorescence, 3 h; 100 = double the neutral-control signal; activation, % at 12.5 µM; AID 504775;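 active means mean replicate activation of at least 60% and every replicate at or above 60%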;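 further: 0% = median plate neutral-control signal and 100% = twice that signal; values of inactives mirror those of a sister screen read the other way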
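Test system: SR-BI-overexpressing, LDLR-lacking CHO cells. Measured by: DiI fluorescence, bottom read. Medium: Ham's F12 with 0.5% BSA, HEPES 25 mM, pH 7.4. Timing: 3 h uptake period with compound, 37 °C.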
An asterisk follows results filed as active; nt = no result given.

dFosB activator	PKA-R2B act	Pemphigus Ab inh	NSD2 inh	PKA-R1A activ	MITF TRPM1 HTS	SUMO Mot1 rescue	SR-BI HDL uptake	Arrestin-AP2 inh	CDK5 p35 inh	SR-BI DiI-HDL act	mol
7.6	0.2	103.3	-1.6	2.3	-10.9	-8.3	10.5	15.7	0.4	-10.5	COc1ccccc1NC(=O)Cn1cc(C(=O)C(=O)N2CCOCC2)c2ccccc21
-4.8	-3.7	106.9	nt	-12.3	-2.1	nt	11.5	-1.9	-4.2	-11.5	OC[C@@H]1[C@@H](c2ccccc2)C(c2cccc(Cl)c2)=NN1c1ccccc1
-7.4	7.8	98.9	nt	4.6	1.4	25.2	-4.3	16.2	0.6	4.3	O=C(COC(=O)c1cccc(Br)c1)NCCC1=CCCCC1
-16.0	-19.9	101.9	nt	-2.0	0.7	nt	33.0	8.3	-0.2	-33.0	O=C1CCC[C@@H]2C[C@@]3(C[C@@H]4CCN1[C@H]24)Nc1cc(Cl)c(Cl)cc1NC3=NCc1ccccc1
-3.2	-2.8	104.8	-2.8	-13.8	6.4	-4.0	-3.8	-37.1	-2.4	3.8	Cc1ccccc1-n1ncc(C(C)NC(=O)c2ccccc2)c1C (centres undefined)
4.9	7.2	120.1	-3.3	-1.2	-1.6	-3.3	nt	-7.5	-0.3	nt	Cc1ccc(C)c(NC(=O)C2CCN(C(=O)c3cccs3)CC2)c1
5.8	-17.4	88.8	1.0	-5.4	-6.8	10.1	-6.3	3.5	-3.4	6.3	COC(=O)COc1ccc(-n2cnnn2)cc1
2.8	12.5	95.9	-0.4	4.8	1.1	-5.4	-0.2	8.5	-2.1	0.2	Cc1ccc(NC(=O)CN(C)C(=O)CSc2nnc(C)s2)cc1
3.7	-7.8	93.9	-3.0	-10.3	-3.0	nt	nt	4.5	1.1	nt	O=C(CN1CCN(Cc2ccc(F)cc2Cl)C1=O)NCc1cccs1
-4.5	2.0	98.1	1.5	-8.2	1.0	18.2	43.3	-5.6	1.0	-43.3	Cc1[nH]c2ccc(F)cc2c1CCN(Cc1ccncc1)C(=S)Nc1ccccc1
-1.9	1.7	103.6	nt	7.9	28.1	-14.2	51.6	-8.2	-0.1	-51.6	Cc1ccc(N=C2NC(=O)S/C2=C\c2ccco2)cc1
-2.4	0.8	100.8	0.0	1.9	-3.3	-14.6	-5.2	9.7	-1.4	5.2	O=C(COC(=O)CCc1c[nH]c(=O)[nH]1)Nc1cccc(Cl)c1
-1.1	-1.9	nt	1.2	-15.0	-3.0	-1.5	8.0	-2.9	-0.9	-8.0	Cc1nc(Cc2nnc(SC(C)C(=O)N3c4ccccc4NC(=O)C3(C)C)o2)cs1 (centres undefined)
-18.0	7.3	98.0	-2.4	5.4	9.6	-2.9	-13.5	-7.8	-0.9	13.5	CCc1nc(N2CCN(S(=O)(=O)c3ccc(Br)cc3)CC2)c2c(C)c(C)sc2n1
0.8	2.0	106.2	-3.0	-4.4	3.3	-13.9	-3.5	34.9	-2.4	3.5	Cc1cc(NC(=O)c2ccccc2C)n(-c2cccc(F)c2)n1
-4.5	-3.7	106.1	-1.4	-11.2	-3.2	12.3	3.5	1.9	-0.2	-3.5	COC(=O)C1CCN(C(=O)COc2ccc(N(C)S(=O)(=O)c3ccc(C)cc3)cc2)CC1
0.9	-10.9	100.5	0.0	-4.8	15.4	6.1	-15.5	7.1	0.7	15.5	Cc1nn(CCOc2ccccc2)c(=O)n1-c1cccc(F)c1
9.0	-6.1	96.3	nt	-8.2	-6.5	11.9	30.1	21.0	0.1	-30.1	Cn1cc(C[C@H](NC(=O)OC(C)(C)C)C(=O)N[C@H](CO)Cc2ccccc2)c2ccccc21
-15.2	8.4	108.3	nt	-2.9	20.8	-11.8	14.7	3.6	1.1	-14.7	COc1ccc(S(=O)(=O)N2CCN(C(=O)c3cc(-c4ccccc4OC)n[nH]3)CC2)cc1
-14.0	12.6	91.1	32.0	-16.8	-4.3	2.6	-54.0	5.1	-0.8	54.0	Cc1c(OCc2nn[nH]n2)ccc2c3c(c(=O)oc12)CCCC3
-7.4	-11.8	117.8	-0.8	4.5	nt	32.5	35.4	17.7	-2.5	-35.4	O=[N+]([O-])c1ccc(N/N=C/C=C/c2ccco2)cc1
-1.3	-1.0	107.2	1.3	-22.4	4.7	nt	-3.1	23.6	2.9	3.1	OCCNc1ncnc2c1nnn2Cc1ccccc1
-13.1	5.4	100.7	-1.0	-4.3	-12.6	-13.0	-23.0	22.7	0.3	23.0	Fc1ccc(CN2CCN(c3ncccn3)CC2)c(F)c1
0.7	-2.3	102.7	-0.2	1.2	-12.0	0.9	-15.5	-0.3	1.0	15.5	CN(C)C(=O)NC(Nc1cccc([N+](=O)[O-])c1)C(Cl)(Cl)Cl (centres undefined)
-4.2	6.1	101.7	2.5	-9.5	-11.3	333.0	27.6	1.6	-0.2	-27.6	O=C(c1ccc(Cl)c(S(=O)(=O)NCc2ccco2)c1)N1CCN(c2ccccc2F)CC1
-3.2	nt	97.1	-0.7	nt	nt	3.3	-14.0	6.8	-1.0	14.0	O=[N+]([O-])c1ccc(C2=Nn3cnnc3SC2)cc1
2.1	-1.7	95.1	-1.5	-11.0	0.0	-6.3	nt	-0.2	-1.3	nt	O=C(CN1C(=O)COc2ccc(S(=O)(=O)N3CCOCC3)cc21)NCc1ccco1
0.5	2.5	nt	4.9	4.7	-16.4	-6.2	nt	20.8	0.7	nt	COc1ccc(NC(=O)Cc2nnc(SCC(=O)NC3CCCCC3C)n2C)cc1 (centres undefined)
1.9	-4.3	94.2	-2.2	-1.6	4.4	-5.3	-29.2	-28.3	-1.5	29.2	COc1ccc(CN2CCOCC2)cc1
-0.1	-8.1	106.4	nt	-9.8	-1.2	10.8	6.9	-6.8	-2.0	-6.9	CN(C(=O)COC(=O)c1cccs1)c1c(N)n(Cc2ccccc2)c(=O)[nH]c1=O

Going on with the list:
dFosB activator	PKA-R2B act	Pemphigus Ab inh	NSD2 inh	PKA-R1A activ	MITF TRPM1 HTS	SUMO Mot1 rescue	SR-BI HDL uptake	Arrestin-AP2 inh	CDK5 p35 inh	SR-BI DiI-HDL act	mol
-5.0	-6.0	93.3	-0.3	-8.7	nt	-3.8	-9.4	10.7	-0.8	9.4	CC(=O)Nc1nc(-c2ccccc2)ns1
-8.2	-3.0	102.8	-0.9	-8.4	-4.1	16.1	0.1	30.6	-0.3	-0.1	COc1ccccc1N1CCN(S(=O)(=O)CCNC(=O)c2cccc(F)c2)CC1
-4.5	4.0	118.0	11.4	7.1	-9.6	-8.0	4.8	-4.7	-1.2	-4.8	CC(CN1CCC(n2nccc2NC(=O)c2ccccc2Cl)CC1)c1ccccc1 (centres undefined)
-2.8	-7.0	96.4	-2.9	-5.3	-2.2	0.5	-6.5	0.6	0.7	6.5	Cc1ccc(C)c(C2NC(=O)c3ccccc3N2)c1 (centres undefined)
-7.1	-4.8	101.5	nt	-8.1	-1.9	14.5	26.8	-5.1	0.5	-26.8	CC1Cc2nc(SCC(=O)Nc3ccc4c(c3)OCO4)n(CCc3ccccc3)c(=O)c2S1 (centres undefined)
-0.9	3.9	83.7	4.1	-3.8	69.3	149.8	-24.8	-4.0	-0.7	24.8	O=C(N/N=C/c1ccccc1F)NC12CC3CC(CC(C3)C1)C2
2.9	-13.4	99.8	1.3	-9.6	-5.6	11.9	-3.0	14.9	1.4	3.0	CC(C)(CNc1ccc(S(=O)(=O)C(F)(F)F)cc1[N+](=O)[O-])N1CCOCC1
-3.2	-6.0	nt	-2.6	-9.5	6.4	-30.6	-19.0	16.2	2.9	19.0	O=C(c1ccccc1Oc1nnnn1-c1ccccc1)N1CCOCC1
-5.7	-7.0	90.4	5.9	-5.3	-8.1	-5.1	8.1	-11.5	1.4	-8.1	COc1ccccc1CNc1nc(=S)[nH]c2cc(OC)c(OC)cc12
-1.1	4.1	98.2	-9.1	-0.7	26.0	59.7	61.3	-4.5	0.5	-61.3	COc1cc2c(cc1NC(=O)CSc1nccn1C)oc1ccccc12
-1.5	1.6	103.8	-1.3	-10.2	85.6*	17.1	11.1	12.3	-0.1	-11.1	O=C1c2ccccc2C(=O)N1CCOc1ccccc1Cl
-110.9	-4.2	94.1	1.9	17.3	5.3	nt	-23.1	18.8	-0.3	23.1	CC(C)(C)NCCC(O)c1cc(C(F)(F)F)nc2c(C(F)(F)F)cccc12 (centres undefined)
1.8	0.7	115.8	-2.7	-0.5	14.6	nt	-20.2	0.0	1.1	20.2	CC(C)CCC1(CCO)C(=O)N=C(N)NC1=O (centres undefined)
-8.3	-0.8	60.9	-4.6	-3.4	-8.2	-2.5	-17.6	-1.9	-0.3	17.6	O=C(COC(=O)C1CCN(S(=O)(=O)c2cccs2)CC1)c1cc2ccccc2o1
-2.0	1.9	97.9	1.6	-7.3	57.1	-1.6	-4.3	12.2	0.0	4.3	Cc1csc2nc(COC(=O)c3cccc(N(C)C)c3)cc(=O)n12
2.4	3.7	nt	0.3	-8.5	nt	-6.5	-9.1	13.6	1.3	9.1	CCC(C)(C(=O)NC1CCCC1)N(Cc1ccco1)C(=O)c1ccccn1 (centres undefined)

High-throughput results from PubChem.

Rows were taken by chance, and some 4.7% of all compounds hit somewhere here.
